High-throughput results deposited in PubChem by several laboratories.
LYP phosphatase: inhibitors of LYP phosphatase, biochemical, fluorescence intensity, uHTS (AID 1779) | Tyrosine-protein phosphatase non-receptor type 22 (Homo sapiens) | recombinant LYP phosphatase, fluorescence intensity; higher % means a stronger effect | inhibition, % at 11.5 µM; hits with a dose series show IC50 in µM | 0.054% of 290,000 active; in the data active means inhibition above about 50%;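 further: plate controls were vehicle with enzyme for no effect and no enzyme for full effect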
T cell HTS: modulators of CD8 T cell-vesicle binding, primary screen, mouse 2C CD8+ T cells, flow cytometry. 0.068% of 330,000 active. calls only at 7 µM. 2C CD8+ T cell-vesicle binding; hits give low values;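 active means response, share of CD8 T cells binding vesicles, and their 90th percentile fluorescence all below set limits, cut at about 80% in these data, passing the limit was not always enough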
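Assay system: 2C TCR transgenic mouse naive CD8+ T cells, MACS-purified | Read-out: CD8+ gate FL2 mean fluorescence as % of same-row positive control | Signal: High-throughput flow cytometry with anti-B7-1 and anti-CD8 staining | Timing: Binding step 1.5 h, 37 °C, antibody labelling 20 min, ice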
GPR55 antagonists: GPR55 antagonists blocking LPI-driven arrestin recruitment, primary screen, imaging, U2OS, beta-arrestin-GFP, LPI agonist (AID 2013); G-protein coupled receptor 55 (Homo sapiens); U2OS GPR55 beta-arrestin-GFP translocation imaging, LPI antagonism; higher % means a stronger effect; inhibition, % at 10 µM, or IC50 in µM where a hit was titrated; 0.13% of 290,000 active;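 active means spots per cell inhibited over 60%, with over 100 cells counted and total cytoplasm intensity under 500,000; inconclusive means wells with under 100 cells, flagged as likely toxic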;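 further: U2OS cells stably carrying GPR55 and arrestin-GFP stimulated by 5 µM LPI near EC80; imaged beta-arrestin-GFP aggregate spots per cell after agonist stimulation; plate controls were LPI-stimulated DMSO wells for no effect and DMSO wells without LPI for full effect; some results filed as inactive read as strong as hits; confirmed hits need IC50 under 10 µM and bright autofluorescent wells are also inconclusive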
MgcRacGAP inhibition: MgcRacGAP GTPase-activating activity inhibitors, confirmation, biochemical, ADP Hunter fluorescence. Rac GTPase-activating protein 1 (Homo sapiens). MgcRacGAP-stimulated Rac1 GTP hydrolysis, ADP Hunter fluorescence; higher % means a stronger effect; GST-tagged Rac1 F28L mutant substrate. one-dose inhibition, % at 30 µM; IC50 in µM for titrated hits. 0.6% of 340,000 active;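 active means first-screen hits whose inhibition reached a set limit at any dose in the follow-up dose series; inconclusive means inhibition above the set first-screen limit but never retested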;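 further: fluorescence reports GDP produced by GAP-driven GTP hydrolysis; strong numbers were not always called active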
NTR1 agonist: agonists of NTR1, primary screen, imaging, U2OS cells, beta-arrestin-GFP, high content (AID 493036). 0.17% of 330,000 active. Neurotensin receptor type 1 (Homo sapiens), P30989. activation, % at 20 µM. NTR1-U2OS beta-arrestin-GFP spot imaging, agonist mode;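 active means activation at or above 40% of the spot to cytoplasm intensity ratio, with at least 20 cells analyzed; inconclusive means wells under 20 cells, flagged as cytotoxic or low count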;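 further: 0% = DMSO without peptide and 100% = 100 nM NTR1 peptide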
Target sequence (P30989 whole entry, looked up): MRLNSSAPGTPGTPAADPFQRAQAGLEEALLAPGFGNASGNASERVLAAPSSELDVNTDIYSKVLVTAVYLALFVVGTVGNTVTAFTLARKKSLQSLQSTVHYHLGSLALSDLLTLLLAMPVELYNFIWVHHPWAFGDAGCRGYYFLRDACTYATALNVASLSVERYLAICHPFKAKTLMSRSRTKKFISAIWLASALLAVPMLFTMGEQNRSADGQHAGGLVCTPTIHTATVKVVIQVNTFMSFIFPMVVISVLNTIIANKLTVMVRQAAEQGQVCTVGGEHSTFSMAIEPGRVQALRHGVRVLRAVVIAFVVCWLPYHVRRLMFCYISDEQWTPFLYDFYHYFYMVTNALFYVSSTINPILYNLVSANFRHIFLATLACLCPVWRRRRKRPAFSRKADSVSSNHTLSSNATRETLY
Lipid droplet: inhibitors of hepatocyte lipid droplet formation, primary screen, imaging, high-throughput imaging, BODIPY stain. AML12 mouse hepatocytes, oleate lipid droplets. inhibition, % at 6.5 µM. 0.4% of 240,000 active;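 active means lipid droplet intensity inhibited by at least 50%, with more than 500 cells counted; inconclusive means wells with under 300 cells, treated as cytotoxic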
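Technique: fluorescence imaging, 20x objective, two fields per well / Assay system: AML12 hepatocytes (mouse) / Measure: % inhibition of lipid droplet signal / Doses: 6.5 µM single-point dosing / Incubation: overnight exposure / Reagent: 100 µM oleic acid challenge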
SV40 large T antigen: SV40 large T antigen inhibitors, biochemical (AID 1903); SV40 large T antigen ATPase/helicase inhibition assay; higher % means a stronger effect; 0.39% of 310,000 active; one-dose inhibition, % at 20 µM; IC50 in µM for titrated hits; in the data active means a potency from the dose series; inconclusive means inhibition mostly from about 32% at the one dose, without a potency; inactive means the rest, 99 in 100 with inhibition below about 32%; further: strong numbers were not always called active
GPR35 arrestin U2OS: GPR35 antagonists blocking zaprinast-driven arrestin recruitment, primary screen, imaging, U2OS, beta-arrestin-GFP, zaprinast agonist (AID 2058); G-protein coupled receptor 35 (Homo sapiens); inhibition, % at 10 µM, or IC50 in µM where a hit was titrated; U2OS GPR35 beta-arrestin-GFP translocation imaging, zaprinast antagonism; higher % means a stronger effect; 0.052% of 290,000 active;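 active means inhibition of at least 50% with at least 30 cells and total cytoplasm GFP at most 10,000,000; inconclusive means under 30 cells or total GFP of 10,000,000 plus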
GPR55 activation: GPR55 agonists via beta-arrestin recruitment, primary screen, imaging, U2OS cells, beta-arrestin-GFP redistribution (AID 1961). U2OS GPR55 beta-arrestin-GFP redistribution imaging; higher % means a stronger effect. activation, % at 10 µM, or EC50 in µM where a hit was titrated. 0.048% of 290,000 active;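 active means activation above 40% with more than 50 cells counted in the well; inconclusive means wells holding fewer than 50 cells, flagged as toxic or sparse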;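 further: U2OS osteosarcoma cells stably expressing GPR55 and beta-arrestin-GFP; plate controls were DMSO negative control for no effect and LPI positive control for full effect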
Lipid droplet cells 6.5 µM: recorded beside Lipid droplet, whose call it bears; cell count; measured here: cell count, cytotoxicity flag;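 cells counted across two imaged fields per well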
T cell HTS vesicle-bound %: further read-out of T cell HTS, marked with its call; double positive events, %; measured here: CD8+ vesicle-bound cell fraction;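 binding gate set so that unloaded-vesicle control wells show 10% double positive cells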
NTR1 agonist cell count 20 µM: second read-out of NTR1 agonist, no call of its own (marks repeat the call); cell count; measured here: cell count, cytotoxicity flag
* hit, by the source's call; i = inactive; ? = inconclusive; . = no result given. An excerpt; rates above refer to the full screens.

Every second line gives: LYP phosphatase	T cell HTS	T cell HTS vesicle-bound %	GPR55 antagonists	MgcRacGAP inhibition	NTR1 agonist	NTR1 agonist cell count 20 µM	Lipid droplet	Lipid droplet cells 6.5 µM	SV40 large T antigen	GPR35 arrestin U2OS	GPR55 activation
(1) CN1CCc2c(C#N)c(Cl)nc(Cl)c2C1
→ -11.0%	i	50.9	3.3%	-13.2%	0.3	80	0.3	688	27.8%	7.0%	0.0%
(2) COc1ccc(CCn2c(O)c(C=NCCCO)c(=O)[nH]c2=O)cc1OC
→ -10.9%	i	5.0	1.4%	0.3%	0.6	40	.	.	22.0%	16.9%	0.4%
(3) CN1C(=O)C(=Cc2coc3ccccc3c2=O)C(=O)N(C)C1=O
→ -3.7%	i	46.7	7.6%	14.0%	1.0	33	8.5	720	18.4%	-2.6%	0.6%
(4) O=c1[nH]c(N2CCN(Cc3ccc4c(c3)OCO4)CC2)nc2c1CCC2
→ -6.1%	i	29.2	9.7%	6.6%	-0.5	64	11.5	782	3.4%	-5.7%	-0.1%
(5) N=Cc1c(O)n(-c2ccc(C34CC5CC(CC(C5)C3)C4)cc2)c(=O)[nH]c1=O
→ -1.1%	i	1.1	97.9%	1.5%	7.5	65	2.7	735	6.6%	14.8%	0.1%
(6) CCOP(=O)(OCC)/C(C#N)=C/c1ccc(Br)cc1
→ 1.6%	i	55.6	-15.3%	13.2%	0.7	62	6.6	852	8.2%	9.3%	0.0%
(7) CN1/C(=C\C=C2C(=O)NC(=S)NC2=O)C(C)(C)c2ccccc21
→ 7.9%	.	.	-0.5%	6.9%	-2.7	91	11.5	699	18.5%	1.3%	57.7%*
(8) COc1nc(NCC2CCCO2)nc(N2CC3CC(C2)c2cccc(=O)n2C3)n1 (stereo unspecified)
→ -7.9%	i	57.0	13.5%	6.2%	1.4	60	0.4	690	9.8%	-8.3%	0.0%
(9) Cn1c(O)c(C(=O)c2ccccc2F)c(=O)n(C)c1=O
→ -16.0%	i	53.4	10.8%	10.6%	0.9	56	1.0	783	12.0%	-0.2%	0.0%
(10) COc1cc2c(cc1OC)C(C(=O)NCCC(C)C)C1CCCCN1C2=O (stereo unspecified)
→ -6.8%	i	11.9	-1.4%	4.8%	-0.4	46	4.3	628	4.3%	7.1%	0.5%
(11) O=C1NC(=S)N(c2ccc(F)cc2)C(=O)/C1=C\c1ccoc1
→ -1.7%	.	.	-8.0%	?	.	.	-9.0	726	12.8µM*	13.9%	-0.4%
(12) COc1cc(/C=N/NC(=O)Cn2c([N+](=O)[O-])cnc2C)ccc1OC(=O)N(C)C
→ 5.7%	i	26.2	-4.9%	1.8%	1.0	49	-6.3	759	5.3%	-3.2%	0.0%
(13) Fc1ccc2c(c1)nnn2C1CCN(Cc2c(Cl)cccc2Cl)CC1
→ 1.1%	i	41.2	-4.7%	6.8%	3.3	49	1.5	682	9.6%	-8.7%	-0.3%
(14) CC(=O)N1CN2CN(C(C)=O)CC(C(=O)c3ccc(Br)cc3)(C2)C1
→ -0.9%	i	14.6	1.1%	11.4%	1.8	50	.	.	12.7%	10.2%	0.3%
(15) CC(Cc1ccccc1)NC=O (stereo unspecified)
→ 1.8%	i	42.7	-0.3%	1.5%	2.2	91	-2.1	803	.	-9.8%	-0.1%
(16) C[N+](C)(C)CC#CCOC(=O)Nc1cccc(Cl)c1
→ .	i	21.5	.	7.5%	0.0	71	.	.	9.9%	.	.

Ordered by heavy-atom count (rising): part of the list above
Every second line gives: LYP phosphatase	T cell HTS	T cell HTS vesicle-bound %	GPR55 antagonists	MgcRacGAP inhibition	NTR1 agonist	NTR1 agonist cell count 20 µM	Lipid droplet	Lipid droplet cells 6.5 µM	SV40 large T antigen	GPR35 arrestin U2OS	GPR55 activation
(15) CC(Cc1ccccc1)NC=O (stereo unspecified)
→ 1.8%	i	42.7	-0.3%	1.5%	2.2	91	-2.1	803	.	-9.8%	-0.1%
(16) C[N+](C)(C)CC#CCOC(=O)Nc1cccc(Cl)c1
→ .	i	21.5	.	7.5%	0.0	71	.	.	9.9%	.	.
(11) O=C1NC(=S)N(c2ccc(F)cc2)C(=O)/C1=C\c1ccoc1
→ -1.7%	.	.	-8.0%	?	.	.	-9.0	726	12.8µM*	13.9%	-0.4%
(3) CN1C(=O)C(=Cc2coc3ccccc3c2=O)C(=O)N(C)C1=O
→ -3.7%	i	46.7	7.6%	14.0%	1.0	33	8.5	720	18.4%	-2.6%	0.6%
(14) CC(=O)N1CN2CN(C(C)=O)CC(C(=O)c3ccc(Br)cc3)(C2)C1
→ -0.9%	i	14.6	1.1%	11.4%	1.8	50	.	.	12.7%	10.2%	0.3%
(13) Fc1ccc2c(c1)nnn2C1CCN(Cc2c(Cl)cccc2Cl)CC1
→ 1.1%	i	41.2	-4.7%	6.8%	3.3	49	1.5	682	9.6%	-8.7%	-0.3%
(4) O=c1[nH]c(N2CCN(Cc3ccc4c(c3)OCO4)CC2)nc2c1CCC2
→ -6.1%	i	29.2	9.7%	6.6%	-0.5	64	11.5	782	3.4%	-5.7%	-0.1%
(10) COc1cc2c(cc1OC)C(C(=O)NCCC(C)C)C1CCCCN1C2=O (stereo unspecified)
→ -6.8%	i	11.9	-1.4%	4.8%	-0.4	46	4.3	628	4.3%	7.1%	0.5%
(12) COc1cc(/C=N/NC(=O)Cn2c([N+](=O)[O-])cnc2C)ccc1OC(=O)N(C)C
→ 5.7%	i	26.2	-4.9%	1.8%	1.0	49	-6.3	759	5.3%	-3.2%	0.0%
